Gli-Sufu block = blocks Gli-Sufu signaling in a luciferase reporter | 0.74% of 340,000 active | Sufu-KO-LIGHT fibroblasts, Gli luciferase reporter luminescence | inhibition, % at 5 µM | AID 588413;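 active = inhibition above about 55%, limit read from the data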;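 also: 0% = DMSO-treated cells and 100% = wells with medium but no cells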
SENP8 inh = blocks the human protease SENP8. Q96LD8. purified SENP8, Z-RLRGG-aminoluciferin cleavage, luminescence. inhibition, % at 10 µM. 1.2% of 330,000 active
Target sequence (Q96LD8 whole entry, looked up): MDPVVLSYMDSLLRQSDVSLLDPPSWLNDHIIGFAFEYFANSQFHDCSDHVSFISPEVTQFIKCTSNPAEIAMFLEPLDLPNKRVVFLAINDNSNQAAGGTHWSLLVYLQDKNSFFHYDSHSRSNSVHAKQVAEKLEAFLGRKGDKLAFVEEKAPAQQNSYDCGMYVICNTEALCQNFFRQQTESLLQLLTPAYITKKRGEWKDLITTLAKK
Jurkat NFkB inh = lowers PMA/ionomycin-induced NF-kB signal in Jurkat cells; 0.53% of 330,000 active; AID 435003; PMA/ionomycin-induced NF-kB luciferase reporter, luminescence; inhibition, % at 4 µM
EBI2 antag = EBI2 (human) antagonism. P32249. EBI2 beta-arrestin recruitment, luminescence, 7a,25-OHC stimulated. 0.81% of 360,000 active. AID 651636. inhibition, % at 5 µM; in the data active = inhibition above about 38%;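 also: enzyme fragment complementation signal reports receptor beta-arrestin coupling in cells; 0% = agonist plus DMSO wells and 100% = wells without agonist; some results beyond the cut were filed as inactive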
Target sequence (P32249 whole entry, looked up, the tested form may be a part): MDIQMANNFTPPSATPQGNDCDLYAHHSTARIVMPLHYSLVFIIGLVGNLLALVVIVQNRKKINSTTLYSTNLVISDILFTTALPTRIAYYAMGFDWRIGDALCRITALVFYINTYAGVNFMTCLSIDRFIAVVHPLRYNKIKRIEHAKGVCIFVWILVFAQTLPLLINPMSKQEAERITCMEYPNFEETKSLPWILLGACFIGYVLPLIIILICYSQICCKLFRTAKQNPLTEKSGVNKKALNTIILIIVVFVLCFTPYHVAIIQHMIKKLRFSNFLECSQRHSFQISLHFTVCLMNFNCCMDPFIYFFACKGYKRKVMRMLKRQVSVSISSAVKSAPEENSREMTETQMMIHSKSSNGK
Apaf1 inhib = blocks human Apaf-1 apoptosome activity | O14727 | 0.71% of 330,000 active | reconstituted apoptosome caspase-3 activity, DEVD-Rh110 fluorescence | inhibition, % at 20 µM | AID 489030; active = inhibition of at least 40% at 20 µM;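 also: plate controls were DMSO wells for no effect and DEVD-CHO caspase inhibitor wells for full effect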
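Material: reconstituted apoptosome with Apaf-1, cytochrome c, caspase-9, procaspase-3, dATP / Buffer or medium: pH 7.5 Hepes buffer with CHAPS, BSA, DTT / Also added: cytochrome c with DEVD-Rh110 / Schedule: compound with Apaf-1, dATP, procaspase-3 30 min, then 50 min reaction, room temperature / Technique: rhodamine 110 fluorescence at Ex 480/Em 540 nm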
UBC13 inh = human UBC13 polyubiquitination inhibition; AID 485273; inhibition, % at 20 µM; UBC13 polyubiquitin chain formation, TR-FRET; 0.47% of 330,000 active; P61088; in the data active = inhibition above about 45%, passing the limit was not always enough
Target sequence (P61088 whole entry, looked up): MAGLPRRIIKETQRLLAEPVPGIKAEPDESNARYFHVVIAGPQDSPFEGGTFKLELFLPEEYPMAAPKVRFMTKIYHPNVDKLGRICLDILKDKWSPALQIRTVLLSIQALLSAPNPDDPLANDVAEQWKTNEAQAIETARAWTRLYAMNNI
697 NFkB inh = lowers PMA/ionomycin-induced NF-kB signal in 697 B cells; 697 B-cell NF-kB luciferase reporter, 16 h; inhibition, % at 4 µM; 0.33% of 330,000 active; in the data active = inhibition above about 35%
CCR6 antag = CCR6 (human) receptor antagonism; P51684; CHO-K1 CCR6 PathHunter beta-arrestin, luminescence, CCL20-stimulated; inhibition, % at 20 µM; 0.49% of 340,000 active; AID 493098;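 active = compounds whose inhibition of the agonist-driven luminescence signal at 20 µM reaches about 50%, limit read from the data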;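 also: cells stimulated with CCL20 at 14 nM final; plate controls were DMSO with CCL20 for no effect and DMSO without agonist for full effect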
Starred values were filed as active, the others as inactive; i = inactive; x = no result given. Rule as the data show it, unless noted: active = inhibition above about 50%; inactive = the rest.

no. | SMILES | Gli-Sufu block | SENP8 inh | Jurkat NFkB inh | EBI2 antag | Apaf1 inhib | UBC13 inh | 697 NFkB inh | CCR6 antag
1 | Cc1ccc(-c2noc(-c3ccno3)n2)cc1 | -1 | 0 | -5 | -5 | 3 | -3 | -53 | 9
2 | COCCNC(=S)N1CCc2cc(OC)c(OC)cc2C1COc1ccc(C(C)C)cc1 (stereo not drawn) | 14 | -2 | 24 | 10 | 26 | 2 | -50 | 12
3 | O=C(OCc1nnc(-c2ccccc2)o1)c1cc(=O)c2ccccc2o1 | -13 | -2 | -20 | 10 | -9 | 0 | 8 | -1
4 | CC(=O)Nc1ccc(NC(=O)CSc2nnc(NC(=O)Cc3ccc(F)cc3)s2)cc1 | -11 | 7 | 12 | 9 | -8 | -2 | 21 | 1
5 | COc1ccc(-c2sc3cc4c(cc3c2-c2ccc(OCCN3CCCCC3)cc2)OCO4)cc1 | -5 | x | x | -17 | 59* | x | -26 | 17
6 | Cc1cccc(CCNC(=O)Cn2ncc3c([nH]c4ccccc43)c2=O)c1 | -7 | -2 | -3 | -4 | 2 | 5 | -3 | 3
7 | Cc1cccc(N(C(=O)CNC(=O)c2ccco2)C(C(=O)NC2CCCC2)c2cccnc2)c1 (stereo not drawn) | 6 | 2 | 3 | -1 | -6 | 2 | 17 | 3
8 | Cc1ccc(CSc2nnc(C)c(=O)n2N)cc1 | -5 | -13 | -13 | -5 | 2 | -10 | -15 | 2
9 | Cn1c(=O)c2c(nc(NCCNC(=O)c3ccco3)n2Cc2ccccc2Cl)n(C)c1=O | 6 | 1 | 7 | 0 | 5 | 0 | -3 | 18
10 | CN(C)c1ccc(/C=N/NC(=O)CNC(=O)c2ccc3c(c2)OCCO3)cc1 | -10 | -8 | -5 | 6 | -15 | 5 | -4 | 0
11 | CN(C)C(=O)c1nc2ccc(Cl)cn2c1CN1CCN(c2ncccn2)CC1 | -8 | -2 | 10 | 8 | 0 | -2 | 6 | -4
12 | COc1ccc(-c2csc(NC3OC(=O)c4ccccc43)n2)cc1 (stereo not drawn) | -3 | -4 | -6 | 0 | -4 | -2 | -27 | 7
13 | CCc1cccc(CC)c1NC(=O)CSc1nnc(CCC(=O)O)c(=O)[nH]1 | -5 | 1 | -15 | -12 | -6 | -2 | 12 | -5
14 | COc1cc(/C=N/NC(=O)C(=O)NCc2cccnc2)cc(OC)c1OC | 1 | -12 | -3 | -4 | 5 | -15 | -19 | 4
15 | COc1ccc(NC(=O)CSCc2cc(=O)n3nc(C4CC4)sc3n2)cc1 | 11 | -6 | -7 | -1 | 3 | 0 | -15 | 12
16 | CCC1CCCCN1C(=O)CSc1nnc(CNC(=O)c2cc(OC)c(OC)c(OC)c2)o1 (stereo not drawn) | 9 | 1 | -14 | -2 | -5 | 1 | -1 | 13
17 | CCOc1nc(NCCC2=CCCCC2)nc(N2CCOCC2)n1 | 3 | 1 | 1 | 10 | -7 | 0 | -14 | 0
18 | Cc1ccc(-c2c(NC(=O)C(C)C)n(C)c3ccccc3c2=O)cc1 | -5 | 11 | -12 | -3 | 2 | 2 | 17 | 9
19 | CC/C(=N\NC(=O)Nc1nonc1N)c1ccc(OC)c(OC)c1 | -3 | -8 | -1 | -7 | 5 | 10 | 13 | -7
20 | Cc1ccc(S(=O)(=O)N2CCN(C(=O)Cn3c(=O)cnc4ccccc43)CC2)cc1 | -1 | 0 | 7 | 3 | -3 | 7 | 23 | 2
21 | CCN(CC)CCN1C(=O)C(=O)/C(=C(/O)c2c(C)[nH]c(C(=O)OC)c2C)C1c1ccc(C)o1 (stereo not drawn) | -2 | 3 | 17 | -12 | -14 | -2 | 1 | 4
22 | Cc1ccc(CC(=O)Nc2ccc(OC(F)F)c(Cl)c2)cc1C | 4 | 6 | 14 | 3 | 17 | 2 | 14 | 14
23 | O=S1(=O)N=C(SCCO)c2ccccc21 | 4 | -4 | 6 | -4 | -16 | 0 | 18 | 8
24 | CCCCOc1ccc(/C=C/C(=O)Nc2ccc(C(N)=O)cc2)cc1 | -3 | -13 | -7 | -9 | 8 | -20 | -18 | 0
25 | COc1cccc(C2=NOC(C(=O)NCC3CCCO3)C2)c1 (stereo not drawn) | -2 | 3 | 7 | -12 | -10 | 7 | 24 | -8
26 | O=C(NCc1ccccc1)c1ccc(N2CCC3(CC2)CC(c2ccccc2)=NO3)c([N+](=O)[O-])c1 | 16 | 9 | 14 | 8 | -6 | -7 | 4 | 27
27 | Cc1nn(-c2ccc(N3CCCCC3)nn2)c(C)c1CCC(=O)Nc1cc(F)ccc1F | -9 | 6 | -24 | -9 | 2 | -15 | -23 | -3
28 | COc1ccc(-c2nn(-c3ccccc3)cc2C(=O)Nc2cccc(S(=O)(=O)NC3=NCCC3)c2)cc1 | -1 | -9 | 2 | 17 | 4 | 14 | 5 | 8
29 | CC(Oc1ccc(Br)cc1Cl)C(=O)Nc1ccncc1 (stereo not drawn) | 8 | -2 | 53* | -9 | 6 | 1 | 9 | -2
30 | CCOC(=O)c1ccc(NC(=S)NCc2ccc(F)cc2)cc1 | 0 | -3 | -6 | 5 | 15 | -4 | 5 | 6
31 | CN(C(=O)COC(=O)CCC1CCCCC1)c1c(N)n(Cc2ccccc2)c(=O)[nH]c1=O | -18 | -5 | -8 | 12 | -5 | -10 | 9 | 7
32 | O=C(NCCNC1CCC(c2ccccc2)CC1)c1ccc(F)cc1 (stereo not drawn) | 20 | -10 | 5 | -11 | 0 | 3 | 8 | 11
33 | Clc1ccc(-c2nnc3n2CCCC3)cc1 | 0 | -13 | -4 | -7 | 31 | -11 | 9 | -9
34 | Cc1ccc(-n2c(C)cc(/C=N/NC(=O)CC3(C)OCCO3)c2C)cc1 | -3 | -8 | -7 | 7 | -5 | 6 | 25 | 5
35 | O=C(O)/C=C/C(=O)NCCC(c1ccccc1)c1ccccc1 | 10 | -6 | 7 | 2 | -7 | -7 | 9 | 13
36 | COc1ccc(S(=O)(=O)NCC(c2ccc(F)cc2)N2CCOCC2)cc1Br (stereo not drawn) | -2 | 12 | -5 | 12 | 9 | 10 | 10 | 6
37 | CC(C)CN1CCN(Cc2ccc(Oc3ncccn3)cc2)CC1CCO (stereo not drawn) | 1 | -1 | 1 | 1 | -24 | 18 | 14 | 5
38 | Cc1ccc(S(=O)(=O)CCC(=O)NCCc2ccccc2)cc1 | 31 | 4 | -28 | -3 | -1 | 6 | 11 | 0
39 | COc1ccc2[nH]c3c(c2c1)CCN1C(=O)C(CC(=O)NC(C)(C)C)C[C@H](C(=O)N(C(C)C)C(C)C)[C@@]31C (stereo partly drawn) | 0 | x | x | 9 | 17 | x | 8 | 7
40 | Cn1c(Cl)nc2ccccc21 | -6 | 2 | 3 | -3 | -11 | 2 | 9 | 8
41 | CC(C)N=C(NC#N)SCC(=O)NC(C)(C)C | -9 | -6 | 2 | -3 | -4 | 3 | 5 | 11
42 | Cc1ccc(-c2cc(C(=O)Nc3ccccc3C)c3ccccc3n2)o1 | -4 | 3 | -10 | -4 | 24 | 13 | -20 | 28
43 | O=C(Nc1cc(-c2nc3ncccc3o2)ccc1Cl)c1ccco1 | -3 | -9 | -25 | -6 | 7 | 0 | -3 | -7
44 | CC(C)c1ccccc1OCC(=O)N(C)CC(=O)Nc1ccc(F)cc1 | 9 | 2 | 3 | 10 | i | -8 | 14 | 13
45 | COc1ccc(C(=O)COC(=O)c2ccccc2C(=O)N(C)c2ccccc2)c(OC)c1 | -15 | -13 | -13 | 9 | 27 | -6 | -26 | 21
46 | O=C(CCc1nnc(-c2ccc3c(c2)OCO3)o1)NCCc1ccccc1F | -13 | -8 | -12 | -8 | 3 | 1 | -8 | 2
47 | COc1ccc(NC(C)=O)cc1NC(C)C(=O)Nc1ccccc1F (stereo not drawn) | 4 | -3 | -3 | -2 | -2 | 1 | 7 | -2
48 | Cc1c(C(=O)N2CCCC2)c(S(=O)(=O)Nc2ccccc2)c(C)n1C | 0 | -4 | -5 | 2 | 2 | 1 | 8 | 17
49 | CCN(C(=O)C(C)Sc1ccc(S(=O)(=O)N2CCOCC2)cn1)c1ccccc1 (stereo not drawn) | 2 | -9 | 2 | -6 | 11 | -4 | 2 | -4
50 | Cc1cc(NC(=O)COc2ccc(Cl)cc2Cl)n(-c2ccccc2)n1 | 5 | -1 | 10 | 11 | -1 | -3 | 5 | -3

Complete entries, looked up by structure.
Record of `Cc1ccc(-n2c(C)cc(/C=N/NC(=O)CC3(C)OCCO3)c2C)cc1` : Gli-Sufu block: -3; SENP8 inh: -8; Jurkat NFkB inh: -7; EBI2 antag: 7; Apaf1 inhib: -5; UBC13 inh: 6; 697 NFkB inh: 25; CCR6 antag: 5
Record of `CC(C)N=C(NC#N)SCC(=O)NC(C)(C)C` : Gli-Sufu block: -9; SENP8 inh: -6; Jurkat NFkB inh: 2; EBI2 antag: -3; Apaf1 inhib: -4; UBC13 inh: 3; 697 NFkB inh: 5; CCR6 antag: 11

The results go on.
no. | SMILES | Gli-Sufu block | SENP8 inh | Jurkat NFkB inh | EBI2 antag | Apaf1 inhib | UBC13 inh | 697 NFkB inh | CCR6 antag
51 | COc1ccccc1CNCC(O)(c1ccc(Cl)cc1)c1ccc(Cl)cc1 | -20 | -13 | 7 | 19 | 25 | 17 | 4 | 29
52 | O=C(Cc1c(F)cccc1Cl)NCCc1c[nH]c2ccccc12 | 13 | 5 | 11 | 33 | 4 | 5 | -7 | 13
53 | COCCCn1c(-c2ccccc2Cl)n[nH]c1=S | 5 | 3 | -9 | 3 | 2 | 7 | 4 | 2
54 | Cc1ccc(C2=NCCn3nc4cc([N+](=O)[O-])ccc4c32)cc1 | 5 | -16 | 0 | 0 | 23 | -9 | -9 | -8
55 | O=C(O)c1ccc(NC(=O)c2ccccc2NC(=O)c2ccccc2Br)cc1 | 1 | -2 | 4 | 7 | -1 | -1 | 2 | 3
56 | CCOC(=O)c1c(NC(=O)C(=O)N/N=C/c2ccccc2OC)sc2c1CCCCC2 | -3 | 13 | 19 | 7 | 7 | -8 | -4 | 3
57 | Cc1ccc2c(Cl)c(C(=O)Nc3cc(C)on3)sc2c1 | -81 | -13 | -65 | 1 | 1 | -1 | 8 | 4
58 | O=c1c2ccccc2cnn1CCOc1ccccc1 | 59* | 92* | -28 | 2 | 6 | 5 | -163 | 10
59 | CC(Oc1ccc(Cl)cc1)C(=O)Nc1nccs1 (stereo not drawn) | -8 | -5 | -19 | -6 | 6 | -7 | 8 | -2
60 | COc1cc2c(cc1OC)C(c1cccc([N+](=O)[O-])c1)N(C(=O)c1ccc(F)cc1)CC2 (stereo not drawn) | 2 | 6 | 11 | 11 | 9 | 8 | 32 | 19
61 | COc1ccc(C(=O)NC2CC2)cc1OC1CCN(Cc2ccc(F)c(F)c2)CC1 | 27 | 3 | -2 | -13 | -5 | 4 | -23 | 3
62 | CC1CC(=O)Nc2ccccc2N1C(=O)Cn1cnc2ccccc2c1=O (stereo not drawn) | 28 | 0 | 1 | 1 | -8 | 11 | 19 | -14
63 | O=C1NC2=C(C(=O)CCC2)C(c2ccc3ncccc3c2)N1 (stereo not drawn) | -1 | 2 | 4 | -2 | -21 | 0 | 2 | -6
64 | CS(=O)(=O)c1nc(S(=O)(=O)c2ccc(Cl)cc2)c(NCCN2CCOCC2)s1 | -3 | 1 | 13 | -1 | -5 | 0 | -9 | 2
65 | O=C(NCc1ccccc1)c1onc(CSc2ccc(F)c(F)c2)c1C(=O)NCc1ccccc1 | -2 | -5 | 1 | 10 | 17 | -6 | -14 | 4
66 | NS(=O)(=O)c1ccc(CCNC(=O)C(=O)c2c[nH]c3ccccc23)cc1 | 0 | -3 | -3 | -2 | 7 | 1 | 14 | -7
67 | CC(C)(C)NC(=O)NC(=O)COc1ccc(Br)cc1Br | -105 | -22 | -210 | 5 | 18 | -14 | -201 | 14
68 | CC(Oc1ccc2c(c1)c1ccnc3c4ccccc4c(=O)n2c13)C(=O)NCCN1CCOCC1 (stereo not drawn) | -8 | 8 | -18 | 9 | 16 | 21 | 5 | -6

A portion of the library (hit frequency here may not be typical).
